V1aR counter – agonists of human V1a receptor, primary screen, counter-screen for OXTR agonist project, fluorescence, CHO-V1R cells; Vasopressin V1a receptor (Homo sapiens), P37288; 320,000 tested, 0.25% active; AID 2797, 2010; Fluo-8 calcium fluorescence, agonist mode; 0% DMSO, 100% 3 nM vasopressin; activation, % at 3 µM;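 active = activation above the mean activation of all tested compounds plus 3 SD, per screening run, cut at about 20% in these data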;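 also: signal is peak over basal fluorescence ratio across a 100 second FLIPR read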
CHO parental Ca – ATP-evoked calcium signal inhibitors, parental CHO, primary screen, counter-screen for OX1R antagonist project, cell-based, fluorescence, Fluo-8 calcium dye; parental CHO-K1, ATP-induced calcium, Fluo-8 fluorescence; inhibition, % at 5.6 µM; 330,000 tested, 0.63% active;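 active = inhibition above that plate's mean sample inhibition plus 3 SD, cut at about 26% in these data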;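 also: 0% = ATP-challenged DMSO wells and 100% = DMSO wells without ATP; some compounds past the cut are filed as inactive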
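Assay system: untransfected parental CHO cell line. Also added: ATP agonist challenge. Dosing: one dose, 5.6 µM nominal. Measured by: Fluo-8 fluorescence. Read-out: % inhibition. Benchmarks: ATP wells versus no-ATP DMSO wells. Repeats: no replicates.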
TAAR1 ag – human TAAR1 agonists, primary screen, Fluo-8 calcium fluorescence, CHO RD-HGA16 cells; activation, % at 3 µM; Trace amine-associated receptor 1 (Homo sapiens), Q96RJ0; vehicle wells 0%, saturating PEA agonist 100%; 360,000 tested, 0.99% active; AID 624467, 2012;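 active = activation above the mean activation of all test compounds in the run plus 3 SD, cut at about 38% in these data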
Target sequence (Q96RJ0 whole entry, looked up): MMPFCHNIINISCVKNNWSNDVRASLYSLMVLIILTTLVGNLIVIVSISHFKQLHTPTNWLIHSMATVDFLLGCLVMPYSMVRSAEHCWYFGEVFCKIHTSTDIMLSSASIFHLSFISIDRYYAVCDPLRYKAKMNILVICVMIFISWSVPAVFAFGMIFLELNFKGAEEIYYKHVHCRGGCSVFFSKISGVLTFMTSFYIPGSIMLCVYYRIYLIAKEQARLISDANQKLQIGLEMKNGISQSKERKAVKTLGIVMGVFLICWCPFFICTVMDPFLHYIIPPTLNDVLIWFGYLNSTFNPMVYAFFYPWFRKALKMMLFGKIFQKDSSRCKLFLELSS
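System: CHO RD-HGA16 cells carrying human TAAR1 plus Gα16; Incubation: 17-24 h seeding, 75 min 37 °C dye, 30 min RT; Measured by: Fluo-8 fluorescence, 5 s baseline then 140 s kinetic read; Control set: DMSO and PEA EC100; Replication: single well for each compound.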
TAAR1 antag – human TAAR1 antagonists, primary screen, Fluo-8 calcium fluorescence, CHO RD-HGA16 cells; Trace amine-associated receptor 1 (Homo sapiens), Q96RJ0; inhibition, % at 3 µM; antagonist; 360,000 tested, 1.5% active;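 active = inhibition above a per-plate cutoff, the mean inhibition of test compounds on that plate plus 3 SD, cut at about 49% in these data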;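 also: 0% = DMSO plus EC80 beta-PEA response and 100% = DMSO alone without agonist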
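Assay system: RD-HGA16 CHO cells with stable hTAAR1 and Gα16 / Reagent: EC80 β-phenethylamine stimulus / Doses: 3 µM, single point / Timing: dye loading 75 min at 37 °C, then 30 min room temperature / Measured by: Fluo-8 intracellular calcium dye fluorescence, real-time kinetic reads / Controls: vehicle wells and EC80 agonist wells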
CHRM1 antagonist – human M1 muscarinic receptor antagonists, primary screen, CHO-K1 cells, Fluo-8 calcium fluorescence, 1536-well. Muscarinic acetylcholine receptor M1 (Homo sapiens), P11229. CHO-K1 hM1, ACh EC80 antagonist. inhibition, % at 3 µM. 360,000 tested, 1.3% active. AID 588852, 2011;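 active = percent inhibition above its own plate's cutoff, namely the mean of that plate's compound wells plus 3 SD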;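 also: peak over basal fluorescence ratio during 140 s after agonist addition; 0% = ACh EC80 plus DMSO and 100% = DMSO alone without agonist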
Target sequence (P11229 whole entry, looked up): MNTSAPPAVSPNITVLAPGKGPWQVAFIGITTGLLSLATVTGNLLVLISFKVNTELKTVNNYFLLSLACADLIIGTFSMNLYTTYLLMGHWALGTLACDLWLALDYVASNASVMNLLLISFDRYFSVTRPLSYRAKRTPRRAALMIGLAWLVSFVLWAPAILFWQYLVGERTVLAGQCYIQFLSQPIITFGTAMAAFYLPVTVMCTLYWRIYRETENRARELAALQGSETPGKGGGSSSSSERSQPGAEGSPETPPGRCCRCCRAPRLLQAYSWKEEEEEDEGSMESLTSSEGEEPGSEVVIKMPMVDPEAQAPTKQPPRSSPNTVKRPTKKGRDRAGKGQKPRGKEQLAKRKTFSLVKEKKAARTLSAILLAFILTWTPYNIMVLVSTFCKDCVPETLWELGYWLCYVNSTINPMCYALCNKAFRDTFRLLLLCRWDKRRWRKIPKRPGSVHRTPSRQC
OXTR potentiator – human OXTR potentiators, primary screen, fluorescence, CHO-OTR cells, Fluo-8 calcium | activation, % at 3 µM | 320,000 tested, 0.061% active | Fluo-8 calcium fluorescence, potentiator mode; 0% = oxytocin EC15, 100% = EC100 | AID 2445, 2010 | Oxytocin receptor (Homo sapiens), P30559;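 active = activation above that plate's cutoff, the mean activation of tested compounds plus 3 SD, cut at about 6.6% in these data, passing the limit was not always enough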;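 also: 100% uses oxytocin at 75 nM as the full agonist control; some results filed as inactive read as strong as hits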
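test system = CHO-OTR cells, human receptor | compound = single-point 3.0 µM | schedule = 6 min compound pre-incubation at room temperature, 100 s kinetic read | signal = Fluo-8 no-wash calcium dye fluorescence, excitation 470-495 nm, emission 515-575 nm | repeats = single well per compound, singlicate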
CHRM1 agonist – human M1 muscarinic receptor agonists, primary screen, Fluo-8 calcium fluorescence, CHO-K1 cells, HTS; activation, % at 3 µM; 360,000 tested, 0.33% active; CHO-K1 hM1, agonist mode; 0% DMSO, 100% acetylcholine EC100; AID 588814, 2011;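 active = activation above the run's mean compound activation plus 3 SD, cut at about 16% in these data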;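 also: peak over basal fluorescence ratio within a 140 s kinetic read after compound addition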
OXTR ag – human OXTR agonists, primary screen, fluorescence, CHO-OTR cells, Fluo-8 calcium | Oxytocin receptor (Homo sapiens), P30559 | activation, % at 3 µM | Fluo-8 calcium fluorescence; normalized: DMSO 0%, oxytocin 100% | 320,000 tested, 0.32% active | AID 2435, 2010;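 active = activation above the mean of all tested compounds plus 3 SD, cutoff set per screening run, cut at about 20% in these data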;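 also: peak over basal fluorescence ratio from a 100 s FLIPR kinetic read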
M1 PAM – human M1 muscarinic receptor positive allosteric modulators, primary screen, CHO-K1 cells, Fluo-8 calcium fluorescence, 1536-well | Muscarinic acetylcholine receptor M1 (Homo sapiens), P11229 | CHO-K1 hM1, ACh EC20; 0% = ACh EC20, 100% = maximal ACh | activation, % at 3 µM | 360,000 tested, 0.088% active; in the data active = activation above about 19%, passing the limit was not always enough
* = called active by the depositor; / = not tested or not shown.

The first eight compounds as a preview:
1	O=C(NCC1CCCO1)C1CCCN(S(=O)(=O)c2cccc(C(F)(F)F)c2)C1 (stereo not drawn)
2	CCCC[C@@H]1CNC(=O)C(=O)N1CCc1cccc2ccccc12
3	O=C(CN1CCN(c2ccccc2F)CC1)c1ccc(O)c(O)c1
4	COC(CNC(=S)Nc1ccc([N+](=O)[O-])cc1)OC
5	COC(=O)c1cc(OC)c(OC)cc1NC(=O)CN1C(=O)c2ccccc2C1=O
6	O=C(CSc1nc2c(cnn2-c2ccccc2)c(=O)[nH]1)N1CCOCC1
7	CCOc1ncccc1C(=O)OCC(=O)c1c[nH]c2ccccc12
8	CC(C)CCN1CCN(Cc2nc3ccccc3s2)CC1CCO (stereo not drawn)
Compound,1,2,3,4,5,6,7,8
V1aR counter,2.4,0.1,/,6.4,0.5,0.0,1.4,0.7
CHO parental Ca,-6.2,-14.5,/,-6.2,-2.4,-7.4,-15.6,-14.1
TAAR1 ag,-2.8,/,33.6,8.1,9.6,8.5,14.1,0.4
TAAR1 antag,4.8,/,-8.8,-3.5,8.5,1.3,42.0,-16.7
CHRM1 antagonist,-2.5,/,7.8,-0.1,-6.7,-16.9,6.2,-1.6
OXTR potentiator,-3.7,-1.4,/,-7.9,-13.2,-9.2,-7.7,-10.9
CHRM1 agonist,-2.3,/,-4.0,-1.0,-2.7,-2.1,-5.0,-4.8
OXTR ag,0.0,-0.8,/,4.1,-0.1,0.6,1.8,0.4
M1 PAM,-3.9,/,-6.5,7.6,4.8,4.9,-0.8,-0.2

This part in full, from the first entry:
1	O=C(NCC1CCCO1)C1CCCN(S(=O)(=O)c2cccc(C(F)(F)F)c2)C1 (stereo not drawn)
2	CCCC[C@@H]1CNC(=O)C(=O)N1CCc1cccc2ccccc12
3	O=C(CN1CCN(c2ccccc2F)CC1)c1ccc(O)c(O)c1
4	COC(CNC(=S)Nc1ccc([N+](=O)[O-])cc1)OC
5	COC(=O)c1cc(OC)c(OC)cc1NC(=O)CN1C(=O)c2ccccc2C1=O
6	O=C(CSc1nc2c(cnn2-c2ccccc2)c(=O)[nH]1)N1CCOCC1
7	CCOc1ncccc1C(=O)OCC(=O)c1c[nH]c2ccccc12
8	CC(C)CCN1CCN(Cc2nc3ccccc3s2)CC1CCO (stereo not drawn)
Compound,1,2,3,4,5,6,7,8
V1aR counter,2.4,0.1,/,6.4,0.5,0.0,1.4,0.7
CHO parental Ca,-6.2,-14.5,/,-6.2,-2.4,-7.4,-15.6,-14.1
TAAR1 ag,-2.8,/,33.6,8.1,9.6,8.5,14.1,0.4
TAAR1 antag,4.8,/,-8.8,-3.5,8.5,1.3,42.0,-16.7
CHRM1 antagonist,-2.5,/,7.8,-0.1,-6.7,-16.9,6.2,-1.6
OXTR potentiator,-3.7,-1.4,/,-7.9,-13.2,-9.2,-7.7,-10.9
CHRM1 agonist,-2.3,/,-4.0,-1.0,-2.7,-2.1,-5.0,-4.8
OXTR ag,0.0,-0.8,/,4.1,-0.1,0.6,1.8,0.4
M1 PAM,-3.9,/,-6.5,7.6,4.8,4.9,-0.8,-0.2

9	CC(C)CNS(=O)(=O)c1ccc(S(=O)(=O)N2CCC3(CC2)OCCO3)cc1
10	CCCCc1cc(=O)oc2cc(OCC(=O)N3CCOCC3)ccc12
11	Cn1c(=O)c2[nH]c(=S)n(Cc3ccccc3)c2n(C)c1=O
12	CCc1cc(C(=O)N2CCN(c3ccccc3OC)CC2)sc1C
13	Cc1ccc(N2C(=O)NC(NS(=O)(=O)c3ccc(C)cc3)(C(F)(F)F)C2=O)cc1 (stereo not drawn)
14	CCc1ccc2[nH]c(=O)c(CN(Cc3ccccc3OC)C(=O)Nc3ccccc3OC)cc2c1
15	Cc1cc(N2CCN(c3ccccn3)CC2)n2nc(C)nc2n1
16	C=C1CCN([C@@H](Cc2ccccc2)C(=O)NCCCc2ccccc2)S(=O)(=O)c2ccccc21
Compound,9,10,11,12,13,14,15,16
V1aR counter,2.7,0.8,/,-0.1,-0.2,-1.7,-0.7,1.6
CHO parental Ca,-0.9,-2.6,/,-15.6,-4.4,-22.6,-10.9,-18.0
TAAR1 ag,7.0,0.0,0.1,-0.1,2.3,2.1,13.4,12.2
TAAR1 antag,0.0,2.5,-3.7,14.1,-4.8,-5.0,-6.2,48.2
CHRM1 antagonist,6.2,-5.3,-4.8,-1.0,-10.2,-5.9,-2.5,10.1
OXTR potentiator,-7.3,4.4,/,-12.1,2.2,-5.7,-10.0,-12.4
CHRM1 agonist,-1.6,-3.1,-0.2,-0.6,-3.2,-1.1,-1.5,-5.6
OXTR ag,1.8,0.4,/,-0.6,0.4,-0.8,-0.4,0.2
M1 PAM,-1.6,11.5,7.8,7.4,12.2,8.8,5.7,-4.5

17	O=C(O)c1cccc(-c2csc(C(O)c3ccccc3)n2)c1 (stereo not drawn)
18	CCC(C)NC(=O)Nc1ccccc1C (stereo not drawn)
19	COCC(C)n1c(SCC(=O)N2CCCCC2)nc2ccccc2c1=O (stereo not drawn)
20	CC(C)Nc1nc(Cl)nc(Nc2ccccc2)n1
21	O=C(Nc1ccccc1C(F)(F)F)c1cnccn1
22	CC(O)(c1cccc(F)c1)c1nc(-c2csc3ccccc23)cs1 (stereo not drawn)
23	O=C(NC1CCCCC1)C(c1cccs1)N(CCCN1CCOCC1)C(=O)c1ccc(-c2ccccc2)[nH]1 (stereo not drawn)
24	O=C1C2CCCN2C(c2ccc(Cl)cc2)N1c1nccs1 (stereo not drawn)
Compound,17,18,19,20,21,22,23,24
V1aR counter,/,-0.9,-0.3,-1.2,-0.5,/,-0.2,-0.6
CHO parental Ca,/,-8.2,-27.4,-0.8,5.3,/,-31.7,-3.6
TAAR1 ag,2.5,12.8,6.8,-1.7,-1.2,2.5,6.7,-0.1
TAAR1 antag,-3.3,14.6,1.4,-16.0,4.9,-7.4,34.0,6.0
CHRM1 antagonist,5.3,-9.9,-1.1,-16.6,-13.8,-1.9,5.2,0.7
OXTR potentiator,/,5.3,-7.9,-1.7,-2.9,/,-25.9,0.8
CHRM1 agonist,-3.5,-4.1,-5.5,-6.9,-1.7,-4.0,-12.2,-4.1
OXTR ag,/,0.2,-0.2,-2.1,0.4,/,-0.8,2.4
M1 PAM,-3.2,6.8,4.4,5.9,13.4,-0.1,-3.7,3.4

25	CCC1C(=O)NCCN1C(=O)c1cc(COc2cc(C)ccc2C)on1 (stereo not drawn)
26	COc1ccc(C(=O)NCC(=O)NC2=NCCS2)cc1
27	CCn1c(SCC(=O)NC2CC2)nnc1-c1cccc(OC)c1
28	CCSc1nnc(-c2ccc(S(=O)(=O)NCc3cccs3)cc2)o1
29	COc1cccc(C(=O)Nc2cc(OC)ccc2NC(=O)c2ccco2)c1
30	CCOC(=O)c1sc(NCC2CCCO2)nc1C (stereo not drawn)
31	COC(=O)C1=CN(Cc2ccc(F)cc2)C=C(C(=O)OC)C1c1ccc(O)c(OC)c1
32	CC(C)Cc1cc(C(=O)N2CCC(N3CCC(C(=O)N4CCCC4)CC3)CC2)n[nH]1
Compound,25,26,27,28,29,30,31,32
V1aR counter,3.2,0.7,0.7,3.9,0.0,0.3,/,1.0
CHO parental Ca,25.4,8.6,-6.9,-11.1,-14.0,-8.1,/,-1.5
TAAR1 ag,1.2,2.2,0.6,/,5.7,3.7,6.2,-0.1
TAAR1 antag,-12.5,-24.0,-8.0,/,30.0,-0.4,1.8,1.8
CHRM1 antagonist,3.6,-6.2,-17.3,-8.0,-7.5,-30.0,-14.3,-1.4
OXTR potentiator,-18.0,-3.8,-5.5,-14.0,-9.6,-7.2,/,-4.4
CHRM1 agonist,0.5,-1.1,-0.1,-2.3,0.2,-2.2,1.6,-7.2
OXTR ag,3.5,-0.1,-0.4,3.5,0.4,-0.8,/,1.1
M1 PAM,1.6,2.5,16.5,-1.8,1.9,6.1,1.8,1.7

33	CC(C)CN(CC(C)C)c1nc(N)c(C#N)c(CC#N)c1C#N
34	CCc1ccc(NC(=O)CCc2nc3sc4c(c3c(=O)[nH]2)CCCC4)cc1
35	O=C(CSc1ncnc2c1nnn2Cc1ccc(F)cc1)NCC1CCCO1 (stereo not drawn)
36	O=C(OCC1COc2ccccc2O1)c1c(F)cccc1F (stereo not drawn)
37	CC(C)NC(=O)CN(C(=O)CCC(=O)Nc1ccccn1)c1ccc(F)c(Cl)c1
38	Cc1cc(C(=O)N2CC=C(c3ccccc3)CC2)c2ccccc2n1
39	Cc1cccc(OCC2Cn3c(nc4c3c(=O)[nH]c(=O)n4C)O2)c1 (stereo not drawn)
40	CCOC(=O)N1CCC(=NNC(=O)Cn2ccc(C(F)(F)F)n2)CC1
Compound,33,34,35,36,37,38,39,40
V1aR counter,-1.0,0.7,0.6,-1.0,-1.1,6.8,/,1.1
CHO parental Ca,-35.3,-15.6,-11.3,-15.4,-6.0,-11.6,/,1.0
TAAR1 ag,3.5,1.7,1.0,0.9,7.3,6.0,2.2,2.0
TAAR1 antag,-5.5,-27.0,-1.8,15.8,8.0,-1.3,-8.4,-8.0
CHRM1 antagonist,-7.0,-10.1,-13.8,-1.7,-24.9,1.6,-8.4,-7.6
OXTR potentiator,-0.6,-7.2,4.0,-4.5,-3.8,-9.7,/,1.7
CHRM1 agonist,-0.4,0.1,-2.7,-7.2,-2.9,-0.1,-2.2,-9.4
OXTR ag,-1.1,-0.7,-0.1,-1.4,0.0,1.2,/,1.3
M1 PAM,6.8,9.3,13.8,-1.1,5.1,-4.7,4.8,6.6

Screening results as filed in PubChem BioAssay.
